From PubChem
proCasp7 act – counter-screen for procaspase-3 activators: activators of human procaspase-7. P55210. recombinant procaspase-7, Ac-DEVD-pNA absorbance 405 nm; D23A/D198A/D206A triple mutant, cannot self-cleave; scale: DMSO 0, 5 µM enzyme 100. AID 463210. activation, % at 8.5 µM. 330,000 compounds, 0.093% hits;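 active = percent activation above the screen-wide mean plus 3 SD, cut at about 25% in these data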
Target sequence (P55210 whole entry D23A/D198A/D206A): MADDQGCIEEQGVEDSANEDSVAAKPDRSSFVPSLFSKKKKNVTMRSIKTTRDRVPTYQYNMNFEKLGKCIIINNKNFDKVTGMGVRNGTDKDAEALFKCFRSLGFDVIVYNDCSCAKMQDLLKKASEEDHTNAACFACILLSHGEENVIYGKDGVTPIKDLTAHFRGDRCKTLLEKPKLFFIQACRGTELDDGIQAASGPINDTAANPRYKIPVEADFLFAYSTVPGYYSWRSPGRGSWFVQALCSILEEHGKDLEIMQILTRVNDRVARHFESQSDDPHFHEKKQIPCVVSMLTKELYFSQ
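buffer or medium = Zinc-free HEPES/NaCl buffer, pH 7.4 | material = Procaspase-7 triple mutant (PC-7 D3A) | input = 2 µM procaspase-7 mutant as dispensed | signal = Epi-absorbance of released pNA at 405 nm, two timepoints | timing = 1 h preincubation, 2 h reaction | replicates = singlicate compound testing | evaluation = % activation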
AGP1-GFP MLPCN – modulators of TOR pathway AGP1-GFP in S. cerevisiae; 320,000 compounds, 0.02% hits; AID 2066; GFP response vs DMSO, % at 10 µM; S. cerevisiae AGP1-GFP multiplex flow cytometry, 3 h; GFP as percent of DMSO wells;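 active = GFP response relative to DMSO above a set limit, near screen average plus 3 SD, cut at about 150% in these data; inconclusive = fewer than 70 cells counted for the yeast strain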;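 also: median GFP channel fluorescence of the gated AGP1 strain per well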
RPL19A TOR yeast – modulators of TOR pathway RPL19A-GFP in S. cerevisiae; S. cerevisiae RPL19A-GFP strain, flow cytometry, 3 h; stronger effect = lower value; percent response vs DMSO, % at 10 µM; 330,000 compounds, 0.3% hits;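 active = percent response vs DMSO below 50%; inconclusive = fewer than 70 events counted for the yeast strain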;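 also: median channel GFP fluorescence of the barcoded RPL19A-GFP strain; ratio of sample median GFP to plate DMSO average so 100% = DMSO; lower means less RPL19A-GFP as with rapamycin TOR inhibition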
MEP2-GFP yeast – modulators of TOR pathway MEP2-GFP in S. cerevisiae; GFP response vs DMSO, % at 10 µM; 330,000 compounds, 0.51% hits; S. cerevisiae MEP2-GFP strain, flow cytometry GFP, 3 h; 100% = DMSO control level; AID 2016;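 active = GFP response versus DMSO above a set limit, roughly screen mean plus 3 SD, cut at about 180% in these data; inconclusive = fewer than 70 cells counted for a yeast strain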;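 also: median GFP fluorescence of the barcode-gated MEP2-GFP cells per well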
procasp3 activ – procaspase-3 (human) activation; activation, % at 8.5 µM; recombinant procaspase-3 D3A, Ac-DEVD-pNA absorbance 405 nm; AID 463141; 330,000 compounds, 0.11% hits;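 active = activation above the mean of all tested compounds plus 3 SD, cut at about 21% in these data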;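 also: 0% = DMSO alone and 100% = DMSO wells spiked with extra 5 µM PC-3 D3A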
Target sequence (P42574 whole entry D9A/D28A/D175A): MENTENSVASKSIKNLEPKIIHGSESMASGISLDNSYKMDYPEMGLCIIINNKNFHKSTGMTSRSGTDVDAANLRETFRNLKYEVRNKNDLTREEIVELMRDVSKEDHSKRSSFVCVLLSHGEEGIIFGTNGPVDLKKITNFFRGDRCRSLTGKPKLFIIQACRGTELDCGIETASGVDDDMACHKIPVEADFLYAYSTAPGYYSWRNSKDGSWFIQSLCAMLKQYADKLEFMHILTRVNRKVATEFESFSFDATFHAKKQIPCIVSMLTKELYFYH
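Test system: Procaspase-3 D3A mutant, all three cleavage aspartates alanine | Dosing: Single dose, 8.5 µM nominal compound, 0.8% DMSO | Schedule: 1 h preincubation, 2 h reaction | Technique: 405 nm absorbance of p-nitroaniline, reads at 0 and 120 min | Repeats: One well per compound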
AHR act – human AHR activation; AHR-responsive luciferase reporter cells, luminescence; activation, % at 5 µM; 320,000 compounds, 2.5% hits; in the data active = activation above about 47%;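 also: 0% = vehicle wells and 100% = reference agonist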
CIT2-GFP yeast – modulators of TOR pathway CIT2-GFP in S. cerevisiae; S. cerevisiae CIT2-GFP strain, flow cytometry, 3 h; 100 means same as DMSO wells; 320,000 compounds, 0.065% hits; GFP response vs DMSO, % at 10 µM;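 active = GFP response relative to DMSO above a set limit, near the screen mean plus 3 SD, cut at about 150% in these data; inconclusive = Fewer than 70 cells measured for a yeast strain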;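 also: ratio of well median GFP fluorescence to mean of DMSO wells on the plate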
LAP4-GFP MLPCN – modulators of TOR pathway LAP4-GFP in S. cerevisiae. 320,000 compounds, 0.34% hits. AID 2023. GFP response vs DMSO, % at 10 µM. S. cerevisiae LAP4-GFP multiplex, flow cytometry GFP, 3 h; median GFP as percent of DMSO wells;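 active = GFP response vs DMSO above a set limit, about the screen mean plus 3 SD, cut at about 150% in these data; inconclusive = under 70 cell events counted for the yeast strain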
* hit, by the source's call; ? = inconclusive; nt = no result given.

SMILES	proCasp7 act	AGP1-GFP MLPCN	RPL19A TOR yeast	MEP2-GFP yeast	procasp3 activ	AHR act	CIT2-GFP yeast	LAP4-GFP MLPCN
O=C(c1ccc(Cl)nc1)N1CCN(S(=O)(=O)c2ccccc2)CC1	6.2	98.4	93.6	94.7	4.3	1.5	93.8	98.3
COc1ccc(CN2C(=O)CN=C2Nc2cccc(C)c2C)cc1	2.3	101.0	99.5	90.5	17.5	2.9	96.3	97.9
CCOCCCNC(=O)/C(C#N)=C/c1ccc(C(=O)OC)cc1	4.1	101.8	95.9	93.9	-2.7	-0.2	107.3	101.2
CC(=O)/C(=N\Nc1ccccc1Cl)Sc1nnc(-c2ccccc2)n1-c1ccccc1	-0.2	109.1	109.1	97.2	-5.8	3.4	114.3	105.3
CCN(CC)C(=O)CSc1nc(N)c(C(=O)Nc2ccc(OC)cc2)s1	-9.9	99.0	102.5	98.6	-5.7	-4.2	101.3	94.0
CN(Cc1ccc(OC(F)F)cc1)C(=O)c1ccccc1Sc1ccccc1C#N	5.1	92.7	85.2	85.3	1.1	7.7	92.1	98.9
CCOc1ccc(N=CC2=C(O)CC(C)(C)CC2=O)cc1	10.7	96.5	101.8	105.5	2.6	7.1	106.9	98.1
CSCCC(=O)Nc1cc(S(=O)(=O)N2CCOCC2)ccc1N1CCN(C)CC1	0.3	97.0	92.8	91.8	4.9	0.7	101.5	96.4
Cc1oc(-c2ccccc2F)nc1CS(=O)(=O)CC(=O)NCc1ccccc1Cl	-5.1	101.5	98.0	93.0	-1.2	-1.1	104.9	110.7
CC(=O)Nc1cccc(NC(=O)CSc2ncc(-c3ccc(Cl)cc3)n2Cc2ccco2)c1	2.5	122.0	112.1	117.0	6.9	4.8	112.3	110.8
Cc1ccc(NC(=O)CN2C(=O)N/C(=C/c3ccc(C)s3)C2=O)cc1	-3.5	108.7	105.4	114.2	8.8	7.0	102.9	110.3
COc1ccc(NC(=O)c2ccc(-c3ccc(C)c4ccccc34)o2)cc1	-0.3	79.5	93.1	94.2	1.7	10.7	71.1	130.3
CCN(CC)c1ccc(NC(=O)CN2CCN(CC(=O)Nc3ccc(OC)cc3)CC2)cc1	9.3	98.7	98.2	96.1	-5.4	-1.6	95.6	93.9
O=C(C1CC1)N1CCc2cc(Br)cc(S(=O)(=O)NC3CCCCC3)c21	-3.2	101.7	98.8	100.9	2.4	-2.4	109.0	103.8
CCOC(=O)N1CCN(C(=O)COC(=O)C2CCN(S(=O)(=O)c3c(Cl)cccc3Cl)CC2)CC1	-2.0	104.3	101.1	97.1	-6.6	-1.0	97.4	103.0
CCCCn1c(N)c(N(CCOC)C(=O)COC(=O)COc2c(C)cccc2C)c(=O)[nH]c1=O	6.9	107.1	100.1	103.7	6.4	0.1	102.3	102.9
Cn1c(=O)c2c(ncn2CC(=O)OCC(=O)NNC(=O)c2ccc(Cl)cc2)n(C)c1=O	0.7	105.8	103.4	104.1	1.0	-1.1	107.8	103.9
Cc1ccccc1NC(=O)CN1C(=O)CSc2ccccc21	11.8	98.9	96.3	94.7	-1.2	-1.6	97.9	98.1
CCN(CC)S(=O)(=O)c1cccc(NC(=O)c2cc(-c3cccs3)nn2-c2ccccc2)c1	0.2	104.5	102.7	104.7	2.3	1.8	104.4	97.2
CCN1CCc2c(OCC(=O)N3CCCCC3)cccc2C1=O	3.9	?	94.0	?	2.6	4.7	90.8	81.0
COc1ccccc1OC(C)C(=O)Nc1ccccc1C(=O)NCC1CCCO1 (stereo not drawn)	-1.9	52.9	68.0	177.5*	12.8	2.4	85.2	89.7
Cc1cc([N+](=O)[O-])ccc1NC(=O)C(C)[n+]1ccccc1 (stereo not drawn)	-3.6	97.5	102.9	101.0	-4.6	1.4	100.4	87.8
Cc1cc(C(=O)NNc2ccc(F)cc2F)no1	-2.5	100.6	96.4	97.1	3.6	-1.8	103.6	94.5
COCCCNC(=O)C(Cc1ccccc1)NS(=O)(=O)c1ccc2c(c1)c(=O)n(C)c(=O)n2C (stereo not drawn)	6.8	93.9	93.3	96.2	-4.5	-0.9	94.4	90.8
O=C(O)c1[nH]c2ccccc2c1CC(=O)N1CCN(c2ccccc2)CC1	11.1	101.5	101.3	103.1	-3.8	4.7	110.9	102.2

Compounds listed so far that contain a furan ring, fused or not:
SMILES	proCasp7 act	AGP1-GFP MLPCN	RPL19A TOR yeast	MEP2-GFP yeast	procasp3 activ	AHR act	CIT2-GFP yeast	LAP4-GFP MLPCN
CC(=O)Nc1cccc(NC(=O)CSc2ncc(-c3ccc(Cl)cc3)n2Cc2ccco2)c1	2.5	122.0	112.1	117.0	6.9	4.8	112.3	110.8
COc1ccc(NC(=O)c2ccc(-c3ccc(C)c4ccccc34)o2)cc1	-0.3	79.5	93.1	94.2	1.7	10.7	71.1	130.3

Going on with the list.
SMILES	proCasp7 act	AGP1-GFP MLPCN	RPL19A TOR yeast	MEP2-GFP yeast	procasp3 activ	AHR act	CIT2-GFP yeast	LAP4-GFP MLPCN
CNCC(=O)Nc1c(C)n[nH]c1C	-1.5	101.6	99.3	106.6	4.4	0.2	105.4	95.2
COc1ccc(-n2c(SCC(=O)N3CCc4ccccc43)nnc2-c2c[nH]c3ccccc23)cc1	0.2	108.8	106.1	98.5	14.3	2.1	96.7	105.5
COc1cccc(NC(=O)N2C3CCCC2CC(NC(=O)C2CC2)C3)c1 (stereo not drawn)	3.7	100.3	100.0	92.2	5.0	1.5	95.8	99.2
CC(C)CNC(=O)c1c(N)n(/N=C/c2ccccn2)c2nc3ccccc3nc12	-7.6	87.2	94.0	96.2	-5.8	5.7	84.6	87.2
Cc1ccc(OCC(=O)Oc2c(C)cccc2C)cc1	-6.9	109.6	106.2	119.6	7.5	2.4	112.3	88.3
O=C(Cn1c(Cc2ccccc2)nc2ccccc21)NCc1ccc2c(c1)OCO2	2.1	100.6	101.1	97.1	3.3	3.4	101.6	89.9
COc1ccc(/C=N/NC(=O)c2ccc3c(c2)OCO3)cc1	-16.8	99.0	99.8	104.9	-3.3	12.6	104.5	97.7
OCCC1CN(C2CCSCC2)CCN1C1CCCC1 (stereo not drawn)	18.0	104.5	96.2	87.9	3.3	-2.1	99.0	93.6
CNC(=S)NNC(=O)c1cccn(Cc2cccc(C(F)(F)F)c2)c1=O	9.0	101.2	103.5	109.3	2.8	3.0	100.0	89.2
CCN1CCN(CC(=O)c2c(C)n(C)c3ccc(OC)cc23)CC1	4.8	103.3	95.3	102.3	10.5	2.4	102.7	100.2
Cc1c(NC(=O)C(C)OC(=O)/C=C/c2ccccc2)c(=O)n(-c2ccccc2)n1C (stereo not drawn)	4.3	97.1	95.9	102.8	-4.6	2.3	97.9	94.2
O=C(O)c1ccc(Oc2ccccc2)o1	7.2	102.6	99.1	95.1	5.0	-1.2	97.7	109.8
Cc1ccc(-n2ncc(-c3nnc(SCC(=O)NC4CCCC4)o3)c2N)cc1C	9.6	95.5	98.5	103.4	4.9	0.1	100.8	92.5
O=C(CN1CCCCCC1)Nc1ccc(S(=O)(=O)N2CCCCC2)cc1	-2.4	102.5	100.8	102.8	7.2	-3.0	97.1	95.6
Cc1cc(NC(=O)Cn2c(=O)n(CCCCC(=O)NC3CCN(Cc4ccccc4)CC3)c(=O)c3ccccc32)n[nH]1	7.5	101.8	98.6	100.0	-3.7	-0.3	103.0	96.7
COc1ccc(NC(=O)c2cc(C(=O)Nc3ccc(OC)cc3OC)cc([N+](=O)[O-])c2)c(OC)c1	-66.4	96.2	108.3	105.2	4.8	-0.1	96.2	86.0
CCOc1ccc(CNC(=O)C2CCCN(S(C)(=O)=O)C2)cc1OC (stereo not drawn)	11.4	95.0	100.8	98.7	-2.2	-0.8	92.6	94.5
COc1cc(OC)cc(/C(N)=N/O)c1	2.0	101.0	99.0	94.4	-11.4	1.9	96.8	114.0
CC(C)OC(=O)CSc1nnc(-c2ccc(Cl)cc2Cl)n1N	0.6	94.8	105.7	98.1	-6.8	3.1	nt	96.8
O=S(=O)(Nc1ccc(N=Nc2ccccc2)cc1)c1ccccc1	-3.6	94.6	92.3	94.1	-14.5	-0.2	83.9	122.3
COc1cccc2c1OCC(C(=O)Nc1nccs1)=C2	2.1	101.1	106.5	101.1	-2.3	39.9	99.9	90.5
O=C(Cc1c[nH]c2ccccc12)Nc1ccccc1N1CCOCC1	0.2	88.5	84.7	78.1	2.0	17.7	81.6	78.7
Cc1ccc(OCC(=O)NCCNC(=O)c2ccccn2)cc1	7.1	102.5	104.2	103.2	8.0	1.4	119.4	82.9
O=C(CCN1C(=O)/C(=C\C=C\c2ccccc2)SC1=S)Nc1cccc(C(=O)O)c1	-6.3	110.3	103.8	99.5	-11.8	0.9	103.0	108.3
C=CCn1c(SCC(C)=O)nc2sc3c(c2c1=O)CCC3	12.5	93.0	100.8	99.5	3.6	0.4	103.7	87.9

Records above shown as hits in MEP2-GFP yeast.
Compound,AGP1-GFP MLPCN,RPL19A TOR yeast,MEP2-GFP yeast,procasp3 activ,AHR act,CIT2-GFP yeast,LAP4-GFP MLPCN
COc1ccccc1OC(C)C(=O)Nc1ccccc1C(=O)NCC1CCCO1 (stereo not drawn),52.9,68.0,177.5*,12.8,2.4,85.2,89.7

(continued)
SMILES	proCasp7 act	AGP1-GFP MLPCN	RPL19A TOR yeast	MEP2-GFP yeast	procasp3 activ	AHR act	CIT2-GFP yeast	LAP4-GFP MLPCN
O=C1c2ccccc2C(=O)N1c1ccccc1S(=O)C(F)(F)F (stereo not drawn)	11.3	86.4	88.9	94.1	-8.3	1.6	82.4	85.5
CCN(CC)S(=O)(=O)c1ccc2c(c1)[nH]c(=S)n2CC	-12.9	90.8	92.2	96.4	3.3	3.2	84.9	95.2
Cc1nc(NC(=O)C(C)Oc2cccc(Cl)c2)sc1C(=O)N(C)C (stereo not drawn)	-0.3	100.7	100.3	106.1	3.7	-1.0	100.0	103.8
Cc1nc(-c2noc(-c3ccccc3Cl)n2)c(C(F)(F)F)o1	7.7	99.4	95.7	94.2	7.7	-2.8	91.8	114.8
CSCCC(NC(N)=O)C(=O)NCc1ccccc1Cl (stereo not drawn)	4.0	100.7	107.2	102.0	-2.9	-1.2	108.7	97.9
CCOc1ccc2nc(NC(=O)CS(=O)(=O)c3ccc(C)cc3)sc2c1	3.2	105.6	104.2	114.5	5.0	10.3	104.1	112.2
COc1ccccc1NS(=O)(=O)c1ccc(N2CCOCC2)c(NC(=O)c2ccco2)c1	-1.1	96.1	98.6	97.4	11.4	2.3	98.0	93.7
O=C(O)/C=C/c1ccccc1Oc1ccc(Cl)cc1Cl	4.2	97.4	98.2	103.5	-4.4	-0.7	103.7	103.4
CCN(CC)CCN(Cc1cc2cc3c(cc2[nH]c1=O)OCCO3)C(=S)NCC1CCCO1 (stereo not drawn)	-16.7	94.8	107.0	103.5	-13.8	9.2	94.7	94.7
CCc1ccc(-c2nc(SCC(=O)NC3CC3)n[nH]2)cc1	3.2	117.1	104.2	100.7	13.6	19.7	102.4	113.7
CCC(C)C(NS(=O)(=O)c1ccc(C)cc1)C(=O)NCCCN1CCOCC1 (stereo not drawn)	2.5	104.6	104.0	111.1	2.9	1.9	106.2	104.6
Cn1c(NC(=O)c2ccccc2)nc2ccccc21	-4.8	91.7	105.2	111.1	-3.4	76.5*	99.9	97.4
CN(c1ccc(OCC(=O)NC2=NCCS2)cc1)S(=O)(=O)c1ccc(F)cc1	7.6	100.5	94.9	99.1	6.3	0.7	86.9	104.3
